High-throughput results as filed in PubChem.
TNAP inh no acc – TNAP (human) inhibition, acceptor-free conditions; inhibition, % at 20 µM; P05186; purified TNAP, CDP-star luminescence, 30 min; actives 0.26% (n = 200,000);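 active = tissue-nonspecific alkaline phosphatase inhibition above about 50% at 20 µM in the single-dose screen, limit read from the data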;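 note: 0% = DMSO negative control and 100% = EDTA positive control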
Hsp70 activator – transcriptional activators of Hsp70; HeLa Hsp70 promoter luciferase reporter, luminescence; scaled: vehicle 0, proteasome-inhibitor control 100%; actives 0.04% (n = 200,000); activation, % at 10 µM;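 active = activation above the mean across all tested compounds plus 3 SD, cutoff set per campaign, cut at about 5.5% in these data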;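 note: 100% = MG132 at 30 µM as the positive control and 0% = DMSO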
PMI activator – phosphomannose isomerase (human) activation. actives 0.005% (n = 190,000). P34949. purified human PMI, coupled resazurin fluorescence, 20 min; active compounds read high; 1 = vehicle control, 0 substrate-free wells. activation factor at 20 µM;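 active = activation factor of 2 or more at 20 µM, relative to plate controls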
Target sequence (P34949 whole entry, looked up): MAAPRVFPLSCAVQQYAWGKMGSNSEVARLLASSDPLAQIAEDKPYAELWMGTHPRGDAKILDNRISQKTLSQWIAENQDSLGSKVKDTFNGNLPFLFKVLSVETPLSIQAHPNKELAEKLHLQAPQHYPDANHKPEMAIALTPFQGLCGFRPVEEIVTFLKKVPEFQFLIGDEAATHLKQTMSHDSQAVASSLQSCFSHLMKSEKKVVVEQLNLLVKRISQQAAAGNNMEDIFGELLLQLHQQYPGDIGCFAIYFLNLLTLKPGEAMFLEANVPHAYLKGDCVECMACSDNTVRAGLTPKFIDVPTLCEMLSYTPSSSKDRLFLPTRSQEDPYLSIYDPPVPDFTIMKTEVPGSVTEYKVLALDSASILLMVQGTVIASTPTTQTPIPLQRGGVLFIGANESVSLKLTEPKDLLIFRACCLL
RAM network inh – yeast RAM network inhibition. S. cerevisiae dse1pr::URA3 reporter, 5-FOA growth OD615, 2 d; analog-sensitive cbk1-as2 kinase mutant strain. inhibition, % at 50 µM. actives 1.8% (n = 190,000). AID 868;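 active = inhibition above a set limit, 3 SD over mean compound inhibition, cut at about 8.4% in these data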;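 note: 0% = DMSO-only wells with no growth and 100% = 10 µM 1-NA-PP1 full growth; inhibition rescues growth on 5-FOA so higher OD means more RAM inhibition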
S1P3 antagonist – antagonists of human S1P3 receptor | Q99500 | CHO S1P3 NFAT-BLA reporter, FRET fluorescence, antagonist mode | inhibition, % at 4.98 µM | actives 0.27% (n = 170,000);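 active = inhibition above the plate cutoff, the mean inhibition of test wells on that plate plus 3 SD, cut at about 28% in these data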;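 note: cells challenged with S1P at its EC80 of 0.8 µM; blue over green emission ratio from cleaved BLA substrate after 4 h stimulation; 0% = S1P-stimulated wells and 100% = unstimulated DMSO-only wells; some compounds past the cut are filed as inactive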
Target sequence (Q99500 whole entry, looked up): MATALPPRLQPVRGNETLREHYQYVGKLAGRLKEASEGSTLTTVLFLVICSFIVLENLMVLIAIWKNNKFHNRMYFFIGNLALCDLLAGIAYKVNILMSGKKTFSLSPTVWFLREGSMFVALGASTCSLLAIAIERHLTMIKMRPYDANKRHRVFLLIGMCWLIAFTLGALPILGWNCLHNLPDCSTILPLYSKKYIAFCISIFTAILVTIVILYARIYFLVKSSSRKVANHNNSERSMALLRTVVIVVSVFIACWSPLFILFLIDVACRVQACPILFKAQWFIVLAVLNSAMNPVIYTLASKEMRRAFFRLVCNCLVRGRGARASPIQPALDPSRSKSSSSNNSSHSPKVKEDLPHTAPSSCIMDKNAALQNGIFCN
DTT redox prof – compounds producing H2O2 with reducing agent – biochemical, NIH compound library profiling, artefact control for MLSCN library redox annotation, primary screen. actives 0.03% (n = 200,000). AID 878. activation, % at 10 µM. DTT-dependent redox cycling H2O2, phenol red/HRP absorbance; 100% = 100 µM peroxide control, 0% = buffer;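 active = activation of at least 50% relative to the plate's high and low controls in the primary single-dose screen; inactive = activation below 50%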;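 note: compound incubated with DTT at 0.8 mM final as the reducing agent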
TNAP inh hi DEA – blocks human TNAP under high phosphate acceptor concentration. inhibition, % at 20 µM. actives 0.03% (n = 200,000). purified TNAP, CDP-star luminescence, 1 M DEA. P05186;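 active = over 50% inhibition of tissue-nonspecific alkaline phosphatase at 20 µM in the single-dose screen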;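 note: plate controls were DMSO wells for no effect and EDTA-quenched wells as full inhibition for full effect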
L major viab – reduces viability of Leishmania major promastigotes; resazurin fluorescence viability; inhibition, % at 10 µM; actives 9% (n = 200,000); AID 1063; in the data active = inhibition above about 50%;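 note: promastigotes grown with compound for 44 hours at 28 °C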
Efa HMGR inh – inhibitors of class II HMG-CoA reductase from Enterococcus faecalis | purified E. faecalis HMGR, NADPH absorbance 340 nm kinetic | AID 1066 | inhibition, % at 10 µM | actives 0.41% (n = 190,000);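 active = inhibition above a set limit, the median over all tested compounds plus 3 SD, cut at about 9.5% in these data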;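 note: enzyme runs in reverse so mevalonate oxidation gives rising NADPH absorbance; 0% = complete reaction with DMSO and 100% = background rate lacking mevalonate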
PMI act satM6P – activators of human phosphomannose isomerase at near-saturating mannose 6-phosphate; P34949; coupled PMI enzyme assay, resazurin fluorescence, 20 min; active compounds read high; 1 = untreated enzyme, 0 = substrate-free blank; activation factor at 20 µM; actives 0.34% (n = 190,000);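 active = activation factor of 2 or more at 20 µM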
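Test system: human PMI in coupled enzyme assay; Input: PMI at 15 ng/mL final; Medium: HEPES buffer, pH 7.4; Schedule: 20 min incubation at room temperature; Technique: resorufin fluorescence at Ex 544/Em 590 nm; Compound: 20 µM single dose; Probe or stimulus: Near-saturating mannose-6-phosphate, 1.0 mM.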
An asterisk follows results filed as active; · = not tested or not shown. This is a random part of the collection. Share with any hit: about 12%.

SMILES,TNAP inh no acc,PMI act satM6P,Efa HMGR inh,L major viab,TNAP inh hi DEA,S1P3 antagonist,Hsp70 activator,RAM network inh,DTT redox prof,PMI activator
O=C(c1cccc(Cl)c1)N(Cc1cccs1)C1CCS(=O)(=O)C1 (stereo unspecified),4,0.9,-4,0,-6,-11,-0.1,1.4,-0.7,1
Nc1ccccc1SCC(=O)Nc1nccs1,-13,0.8,6,-2,-9,-12,-0.3,1.0,0.5,0.9
CC(C)c1ccc(NC(=O)c2sccc2-n2cccc2)cc1,-4,1,-1,14,3,-1,0.3,8.6*,0.1,1.1
CN(C)C(CN1C(=O)C2CC=CCC2C1=O)c1cn(C)c2ccccc12 (stereo unspecified),-13,0.9,-6,14,-5,·,-0.1,-0.7,0.6,0.8
O=C(NCCc1cn2ccsc2n1)c1cccs1,-11,1,0,-2,-2,-19,0.4,1.2,0.2,1
COc1ccc(-c2cc(C(=O)N3CCN(Cc4ccccc4)CC3)no2)cc1OC,-1,1,-2,-7,8,-20,-0.2,0.3,0.2,1
CCc1nc2c(c(=O)c3ccccc3n2C)c(=O)n1C1CCCCCC1,0,1,-3,7,0,7,-0.2,3.4,-0.4,1.1
O=C1C2C3C=CC(C3)C2C(=O)N1CNc1ccc(O)cc1 (stereo unspecified),-5,0.4,-4,·,3,12,·,1.2,·,0.6
Cc1csc(SC(C)C(=O)Nc2ccc(Cl)cn2)n1 (stereo unspecified),-12,1,-4,-4,-6,·,-0.4,2.1,2.3,1.1
Cn1c(Cn2nnc3ccccc32)nnc1SCC(=O)c1ccccc1F,1,1.2,0,0,-5,·,-0.2,0.3,0.0,1.1
Cc1sc2nc(CSc3n[nH]c(N)n3)[nH]c(=O)c2c1C,-17,1.1,-10,0,0,-15,-0.4,1.1,-1.8,1.1
O=C(CSCc1ccc(Cl)cc1)N1CCCCC1,-9,1,-3,-4,-6,·,0.0,0.1,0.2,0.9
c1cnc(N2CCN(c3ncnc4c3oc3ccccc34)CC2)nc1,-10,0.9,·,·,-1,12,·,·,·,1
Cc1nn(CCO)c(N)c1C1(O)C(=O)Nc2c(Cl)cc(Cl)cc21 (stereo unspecified),-11,0.9,-1,2,-7,-15,0.0,1.9,-0.4,1.1
CC1CC(C)CN(C(=O)c2ccc(N3CC4CC(C3)c3cccc(=O)n3C4)c([N+](=O)[O-])c2)C1 (stereo unspecified),-12,1,-1,56*,0,-4,-0.3,-1.2,0.3,1
CC(=O)Nc1ccc2nc(NC(=O)CCc3ccccc3)sc2c1,-10,1,2,6,0,9,-0.3,3.7,-1.9,1
Cc1c(C(=O)Nc2ccc(F)cc2)nnn1-c1cccc(C(F)(F)F)c1,-8,0.9,-1,-5,0,17,-0.5,3.8,0.4,1
O=C(CSc1nc2ccc(Cl)cc2[nH]1)NCCc1ccc(Cl)cc1,-8,0.8,-2,4,0,-16,-0.1,6.0,-0.1,1
CS(=O)(=O)c1ccc(C(=O)Nc2ccccc2N2CCOCC2)c(Cl)c1,-9,1,4,3,-3,-3,-0.3,1.2,-0.1,1.1
Cc1ccccc1CSc1ccc2nnc(-c3ccccn3)n2n1,-8,1.1,0,35,-4,-11,-0.3,1.0,-0.7,1.2
COC(=O)C(C(=O)Nc1ccccc1C)C1CCCCCC1 (stereo unspecified),-9,1,-2,9,-4,-7,-0.3,2.6,-1.8,0.8
O=C(CSc1nnc(-c2ccccc2)c(-c2ccccc2)n1)N1CCOCC1,-7,1,3,3,-3,·,-0.3,2.6,-0.2,0.9
O=C(CCCCCn1c(=O)[nH]c2ccsc2c1=O)NCc1ccc(F)cc1,-7,1.1,-4,-4,-2,·,-0.2,3.4,0.1,1
CC1CCN(S(=O)(=O)c2cccc(C(=O)Nc3ccccn3)c2)CC1,-15,1,-9,-8,-4,-8,0.7,1.8,4.9,0.9

Exported with each value named: two of the compounds above.
Compound: O=C(CSc1nc2ccc(Cl)cc2[nH]1)NCCc1ccc(Cl)cc1
  TNAP inh no acc: -8
  PMI act satM6P: 0.8
  Efa HMGR inh: -2
  L major viab: 4
  TNAP inh hi DEA: 0
  S1P3 antagonist: -16
  Hsp70 activator: -0.1
  RAM network inh: 6.0
  DTT redox prof: -0.1
  PMI activator: 1
Compound: CS(=O)(=O)c1ccc(C(=O)Nc2ccccc2N2CCOCC2)c(Cl)c1
  TNAP inh no acc: -9
  PMI act satM6P: 1
  Efa HMGR inh: 4
  L major viab: 3
  TNAP inh hi DEA: -3
  S1P3 antagonist: -3
  Hsp70 activator: -0.3
  RAM network inh: 1.2
  DTT redox prof: -0.1
  PMI activator: 1.1

Next section:
SMILES,TNAP inh no acc,PMI act satM6P,Efa HMGR inh,L major viab,TNAP inh hi DEA,S1P3 antagonist,Hsp70 activator,RAM network inh,DTT redox prof,PMI activator
COc1ccc(C(CNC(=O)c2cc(F)c(F)c(F)c2F)N2CCOCC2)cc1 (stereo unspecified),-8,0.9,-11,-2,-3,-12,0.0,0.5,-0.1,0.9
CC(C(=O)Nc1ccccc1Sc1ccccc1)N(c1ccccc1)S(C)(=O)=O (stereo unspecified),-8,0.9,-6,99*,-6,·,0.3,8.4*,1.8,0.9
Cc1ccc(S(=O)(=O)NCC(c2cccnc2)N(C)C)cc1 (stereo unspecified),-6,0.9,4,-4,-1,·,-0.2,3.8,0.2,0.9
CCN(CC)CCN(C(=O)c1ccc2c(c1)CCCC2)c1nc2ccc(F)cc2s1,-12,1,-10,35,-4,-17,-0.1,0.2,6.8,1.1
CC(=O)NCCn1c(SCC(=O)OCc2ccccc2)nc2ccccc2c1=O,-7,0.9,-3,1,-6,-11,-0.2,5.8,2.1,1
CCCCCCCCNc1nc(Cl)nc(NCCN2CCOCC2)n1,-8,1.1,-1,1,-2,-7,-0.3,1.5,-0.9,1.1
CCOC(=O)C(NC(=O)CC)(Nc1cc(C)on1)C(F)(F)F (stereo unspecified),-5,1,0,-2,3,-12,-0.1,1.0,-1.1,1
S=C(Nc1ccccc1)N1N=CCC1c1ccccc1 (stereo unspecified),-8,1,0,16,2,·,0.0,2.2,-1.4,1
Clc1cc(-c2ccc(/C=N/n3cnnc3)o2)ccc1Br,1,1.1,1,7,2,1,0.0,2.7,-0.1,1.2
COCCC(=O)NNS(=O)(=O)c1ccc(Cl)cc1,-9,1,0,-1,-5,6,-0.1,2.9,0.0,1
CCC1CCCCN1C(=O)CSc1nnc(CNC(=O)COc2ccc(Cl)cc2)o1 (stereo unspecified),-16,0.9,-8,-6,0,·,0.1,1.9,0.0,0.9
Cc1ccc(NC(=S)Nc2c(C)n(C)n(-c3ccccc3)c2=O)cc1,-10,0.9,-3,25,4,3,-0.1,1.8,-0.2,0.8
Cc1ccc(OCC(=O)N/N=C2/SCC(=O)N2Cc2ccccc2)cc1,-9,1,1,67*,0,-3,-0.2,3.4,-0.4,1
Cc1ccc(C2C(=O)N(C3CCC(C)CC3)CC(=O)N2C2CC2)cc1 (stereo unspecified),-3,0.9,0,-3,-1,·,-0.4,0.1,0.5,1
O=C(COc1cccc(Cl)c1)Nc1ccc(N2CCOCC2)cc1,-13,1,3,-2,-6,·,0.2,-0.2,-0.5,0.9
COc1ccc(CC(=O)c2c(O)cc(O)cc2O)cc1OC,0,1,-4,-11,0,·,-0.2,0.7,-9.3,1
Cc1ccc(NC(=O)c2nc[nH]c2C(=O)N[C@@H](C)c2ccccc2)cc1,-11,0.8,-1,35,-6,-25,0.0,5.7,0.4,0.8
COc1ccc(/C=N/NC(=O)CNc2n[nH]c(=O)[nH]c2=O)cc1OC,-6,1,-7,-4,-3,-8,-0.1,2.2,0.5,1
CC(=O)Nc1cccc(-c2csc(Nc3cc(C)ccn3)n2)c1,4,1.1,1,27,-6,·,-0.1,1.1,-5.0,1.1
c1csc(-c2ccc3ccccc3n2)c1,1,1.1,-4,-2,-7,-6,0.2,0.3,1.7,1.1
CCN1CCCC1CNC(=O)C(=O)NC(C)c1ccccc1 (stereo unspecified),-9,1,-1,-2,-5,-3,-0.2,0.6,-0.8,0.9
CC(=O)Nc1ccc(OCC(O)Cn2c(CO)nc3ccccc32)cc1 (stereo unspecified),-2,0.9,0,0,-2,-12,-0.3,1.1,-0.3,0.9
O=C(c1ccco1)N1N=C(c2ccc3nccnc3c2)CC1c1ccccc1 (stereo unspecified),4,1,0,0,-2,-18,0.1,-0.2,-0.1,1
O=C(Cc1ccccc1)N/N=C/c1ccc([N+](=O)[O-])s1,6,0.9,0,101*,-2,·,0.0,2.2,-3.2,1
CCOC(=O)c1c(NC(=O)CN2C(=O)NC3(CCCCCC3)C2=O)sc(C)c1-c1ccc(C)cc1,-10,0.9,-2,18,3,5,-0.2,2.7,-0.3,0.9
CC(=O)CCc1c(C)nc2ccc(C(=O)O)cc2c1Cl,3,0.9,-3,3,0,18,-0.4,0.5,0.0,0.9
Cc1csc(NC(=O)c2cc(=O)[nH]c3ccc(S(=O)(=O)N4CCOCC4)cc23)n1,-18,1.1,-2,-2,-3,-3,-0.1,7.2,-0.3,1
CC1CC(C)CN(C(=O)C(NS(=O)(=O)c2ccc3c(c2)oc(=O)n3C)C(C)C)C1 (stereo unspecified),-11,0.9,-1,-3,-7,-25,-0.5,-0.1,-1.0,1
O=C(O)COc1c(Cl)cc(/C=C2\NC(=O)NC2=O)cc1Br,-8,0.9,2,-6,-8,-10,-0.3,3.7,-1.0,0.9
Cc1ccc(NC(=O)CSc2ncccn2)cc1F,-9,1,-5,0,-3,13,0.1,2.9,-0.6,1.1
Cc1ccc(-c2nc(CN(C)C3CCOC3)c(C)o2)s1 (stereo unspecified),-9,1,-7,-4,-6,-14,0.1,-0.9,-0.1,0.9
